MgcRacGAP inhibition: MgcRacGAP GTPase-activating activity inhibitors, confirmation, biochemical, ADP Hunter fluorescence; Rac GTPase-activating protein 1 (Homo sapiens); MgcRacGAP-stimulated Rac1 GTP hydrolysis, ADP Hunter fluorescence; higher % means a stronger effect; GST-tagged Rac1 F28L mutant substrate; inhibition, % at 30 µM; hits with a dose series show IC50 in µM; actives 0.6% (n = 340,000);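 active = first-screen hits whose inhibition reached a set limit at any dose in the follow-up dose series; inconclusive = inhibition above the set first-screen limit but never retested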;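 note: fluorescence reports GDP produced by GAP-driven GTP hydrolysis; strong numbers were not always called active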
PhoP inhibition: inhibitors of PhoP regulon expression, primary screen, Salmonella Typhimurium, GFP reporter (AID 1863); S. Typhimurium PhoP-regulated promoter GFP reporter, 4 h; higher % means a stronger effect; one-dose inhibition, % at 50 µM; IC50 in µM for titrated hits; actives 0.16% (n = 300,000);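 active = inhibition over 29.93%, a cutoff 3 SD above the screen mean, later confirmed by dose response; inconclusive = inhibition over 29.93% but no dose response follow-up; inactive = inhibition at most 29.93% or unconfirmed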;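 note: 0% = low Mg2+ inducing control and 100% = high Mg2+ repressing control; strong numbers were not always called active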
SIAH1 antagonists: Siah-1 peptide-binding antagonists, primary screen, biochemical, fluorescence polarization, rhodamine-plectin, uHTS (AID 1817) | actives 0.02% (n = 290,000) | displacement, % at 20 µM; hits with a dose series show IC50 in µM | Siah-1 / rhodamine-plectin peptide fluorescence polarization; higher % means a stronger effect | E3 ubiquitin-protein ligase SIAH1 (Homo sapiens);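 active = displacement of at least 50% at 20 µM, with a fluorescence ratio check between 0.3 and a set limit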;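 note: plate controls were Siah plus tracer with DMSO for no effect and tracer alone without Siah for full effect; strong numbers were not always called active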
LYP inhibition: inhibitors of LYP phosphatase, biochemical, fluorescence intensity, uHTS (AID 1779) | recombinant LYP phosphatase, fluorescence intensity; higher % means a stronger effect | actives 0.054% (n = 290,000) | one-dose inhibition, % at 11.5 µM; IC50 in µM for titrated hits; in the data active = inhibition above about 50%;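 note: plate controls were vehicle with enzyme for no effect and no enzyme for full effect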
GPR55 LPI antagonism: GPR55 antagonists blocking LPI-driven arrestin recruitment, primary screen, imaging, U2OS, beta-arrestin-GFP, LPI agonist (AID 2013) | G-protein coupled receptor 55 (Homo sapiens) | U2OS GPR55 beta-arrestin-GFP translocation imaging, LPI antagonism; higher % means a stronger effect | inhibition, % at 10 µM; hits with a dose series show IC50 in µM | actives 0.13% (n = 290,000);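 active = spots per cell inhibited over 60%, with over 100 cells counted and total cytoplasm intensity under 500,000; inconclusive = wells with under 100 cells, flagged as likely toxic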;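 note: U2OS cells stably carrying GPR55 and arrestin-GFP stimulated by 5 µM LPI near EC80; imaged beta-arrestin-GFP aggregate spots per cell after agonist stimulation; plate controls were LPI-stimulated DMSO wells for no effect and DMSO wells without LPI for full effect; some results filed as inactive read as strong as hits; confirmed hits need IC50 under 10 µM and bright autofluorescent wells are also inconclusive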
GPR35 antagonists: GPR35 antagonists blocking zaprinast-driven arrestin recruitment, primary screen, imaging, U2OS, beta-arrestin-GFP, zaprinast agonist (AID 2058). U2OS GPR35 beta-arrestin-GFP translocation imaging, zaprinast antagonism; higher % means a stronger effect. inhibition, % at 10 µM; hits with a dose series show IC50 in µM. G-protein coupled receptor 35 (Homo sapiens). actives 0.052% (n = 290,000);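 active = inhibition of at least 50% with at least 30 cells and total cytoplasm GFP at most 10,000,000; inconclusive = under 30 cells or total GFP of 10,000,000 plus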
HIV fusion peptide: inhibitors of HIV fusion peptide binding, primary screen, biochemical, uHTS, fluorescence dequenching (AID 1986); one-dose inhibition, % at 20 µM; IC50 in µM for titrated hits; cell-free peptide binding, fluorescence dequenching, 30 min; higher % means a stronger effect; actives 0.3% (n = 290,000); in the data active = inhibition mostly above about 52%, no sharp cut-off; inactive = mostly below about 76%; note: some results filed as inactive read as strong as hits
NTR1 agonist: agonists of NTR1, primary screen, imaging, U2OS cells, beta-arrestin-GFP, high content (AID 493036); actives 0.17% (n = 330,000); Neurotensin receptor type 1 (Homo sapiens), P30989; NTR1-U2OS beta-arrestin-GFP spot imaging, agonist mode; activation, % at 20 µM;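 active = activation at or above 40% of the spot to cytoplasm intensity ratio, with at least 20 cells analyzed; inconclusive = wells under 20 cells, flagged as cytotoxic or low count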;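 note: 0% = DMSO without peptide and 100% = 100 nM NTR1 peptide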
Target sequence (P30989 whole entry, looked up): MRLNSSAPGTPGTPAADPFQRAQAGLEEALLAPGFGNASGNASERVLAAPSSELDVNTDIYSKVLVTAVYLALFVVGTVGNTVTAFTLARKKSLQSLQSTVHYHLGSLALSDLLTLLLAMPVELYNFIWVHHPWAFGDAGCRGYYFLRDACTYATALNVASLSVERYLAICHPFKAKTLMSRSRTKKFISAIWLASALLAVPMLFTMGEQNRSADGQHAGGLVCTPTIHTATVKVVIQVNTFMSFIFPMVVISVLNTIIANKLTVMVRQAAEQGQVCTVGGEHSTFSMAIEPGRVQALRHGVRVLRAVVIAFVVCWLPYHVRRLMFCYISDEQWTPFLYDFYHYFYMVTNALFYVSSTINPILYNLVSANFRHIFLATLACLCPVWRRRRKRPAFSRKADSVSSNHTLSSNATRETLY
Myeloid diff 2: induction of myeloid progenitor differentiation, primary screen, cell-based, flow cytometry, MLPCN library; ER-HoxA9 myeloid progenitors, lysozyme-GFP differentiation; calls only at 10 µM; actives 1% (n = 360,000); AID 624256, 2012;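 active = normalized GFP-positive differentiation at or above the plate's own cutoff, the solvent-only control mean plus 3 SD; inconclusive = no clear call, values can overlap the other calls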;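 note: cells exposed to compound for four days before flow analysis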
NTR1 agonist cell count 20 µM: also measured in NTR1 agonist; calls as there; cell count; measured here: cell count, cytotoxicity flag
Myeloid diff 2 GFP+ MAC1+ %: recorded beside Myeloid diff 2, whose call it bears; GFP+ MAC1+ double positive, %; measured here: differentiation confirmed by MAC1 staining
Active calls of the source: *; i = inactive; ? = inconclusive; · = no result given; + = active, no number.

SMILES	MgcRacGAP inhibition	PhoP inhibition	SIAH1 antagonists	LYP inhibition	GPR55 LPI antagonism	GPR35 antagonists	HIV fusion peptide	NTR1 agonist	NTR1 agonist cell count 20 µM	Myeloid diff 2	Myeloid diff 2 GFP+ MAC1+ %
Cc1cc(NNC(=O)c2cccc(C(F)(F)F)c2)nc2c1c(C)nn2C	1%	-7%	7%	-9%	8%	0%	-0.4%	1.1	62	i	0.5
C=CCN1C(=O)/C(=C2/C(=O)N(CC(=O)O)c3ccccc32)S/C1=N/c1nccs1	·	-8%	54%	8%	91%	4%	-1.0%	·	·	·	·
CC(C)CN(C(=O)COC(=O)c1cc2ccccc2oc1=O)C1CCS(=O)(=O)C1 (centres undefined)	·	-4%	-1%	-8%	4%	-4%	-0.5%	-4.8	94	·	·
Cc1ccc2c(c1)N(CC(=O)NC1CCCc3ccccc31)C(=O)CO2 (centres undefined)	6%	-7%	0%	1%	3%	5%	-0.1%	20	110	i	1.2
CC(OC(=O)c1cc[n+]([O-])cc1)C(=O)Nc1ccc(Cl)cn1 (centres undefined)	6%	-5%	2%	-3%	2%	4%	2.2%	0.4	37	i	0.6
O=C(OCn1nnc2ccccc2c1=O)C1CCN(S(=O)(=O)c2cccs2)CC1	5%	-10%	17%	1%	3%	1%	1.7%	0.0	86	i	0.9
Cc1cc(C)n(C(=O)CNC(=O)C2COc3ccccc3O2)n1 (centres undefined)	12%	2%	4%	-8%	-7%	8%	-1.2%	0.4	47	i	0.7
Cn1c(SCC(=O)Nc2ccccc2F)nc2c(c1=O)SCC2	0%	9%	-4%	-10%	-3%	-7%	-0.7%	-0.5	55	i	3.1
CCN(CC(=O)NCc1ccc(F)cc1)Cc1nc2cc(Cl)ccc2c(=O)[nH]1	11%	-3%	-3%	-7%	-19%	4%	-1.5%	-0.1	40	i	0.4
Cc1cc(NC(=O)c2cccs2)n(-c2ccccc2)n1	2%	22%	-1%	-12%	8%	9%	0.2%	-0.7	85	i	1.3
COc1ccc(CN2C(=O)N(c3ccccc3)C(=O)C2CC(=O)Nc2ccccc2)cc1OC (centres undefined)	11%	3%	13%	-5%	10%	-9%	2.5%	-2.1	82	i	0.8
Cc1cccc(OCc2nnc(SCC(=O)Nc3cccc(C(=O)N4CCOCC4)c3)o2)c1C	4%	-4%	2%	-5%	2%	-7%	-0.9%	0.2	68	i	0.0
Cn1c(=O)c2c(nc(CN3CCN(CCO)CC3)n2CCc2ccccc2)n(C)c1=O	1%	-2%	0%	-5%	10%	4%	-0.1%	-0.4	93	i	2.6
O=S(=O)(c1ccccc1)N1CCN(c2nnc(-c3ccccc3)c3ccccc23)CC1	9%	-4%	-4%	-3%	-6%	7%	0.0%	6.9	56	i	0.7
Cc1ccc([N+](=O)[O-])cc1S(=O)(=O)Nc1ccc(OCC(=O)N2CCOCC2)cc1	4%	2%	2%	-7%	3%	0%	-1.1%	-0.3	63	i	3.7
COc1ccc(OC)c(C(=O)CSc2nnc(-c3cccs3)n2C)c1	14%	22%	2%	-4%	10%	-3%	-1.7%	0.7	49	i	0.6
C=CCNC(=S)NN(c1ccccc1)c1ccccc1	7%	4%	9%	-3%	-4%	-5%	-1.0%	0.3	44	i	0.3
c1ccc(Cn2c(-c3cccs3)nc3nc4ccccc4nc32)cc1	·	5%	-7%	-25%	32%	3%	-1.9%	·	·	·	·
CN(CC(=O)OCC(=O)NCc1ccccc1)S(=O)(=O)c1ccc(Cl)cc1	3%	0%	3%	1%	3%	-13%	1.1%	0.5	76	i	0.8
CCOC(=O)c1c[nH]c(=S)n1C	10%	-2%	14%	-7%	13%	15%	0.0%	-0.6	61	i	0.1
O=C(O)c1cccc(N2C(=O)C3CC=C(Cl)CC3C2=O)c1 (centres undefined)	9%	6%	7%	-2%	-8%	6%	0.1%	-0.9	60	i	1.4
CCOC(=O)Nc1n[nH]c(NC(=O)OCC)c1[N+](=O)[O-]	-1%	-3%	4%	-1%	-2%	-12%	-2.9%	-0.4	53	i	0.0
CCOc1ccccc1NC(=O)CN(c1cc(C)cc(C)c1)S(=O)(=O)c1c(C)noc1C	5%	0%	3%	-1%	7%	-6%	9.5%	-0.6	66	i	4.0
Cc1cc(NC(=O)CSc2nc3c(C)c(C)ccc3cc2C)no1	-2%	0%	5%	-11%	5%	11%	0.2%	0.4	54	i	1.6
CN1C(=O)CC(C(=O)O)SC1=Nc1cc(Cl)cc(Cl)c1 (centres undefined)	14%	-12%	-6%	-9%	-1%	10%	1.3%	-0.7	78	i	0.6

Reprinted from the part before: two entries; new compounds follow.
SMILES	MgcRacGAP inhibition	PhoP inhibition	SIAH1 antagonists	LYP inhibition	GPR55 LPI antagonism	GPR35 antagonists	HIV fusion peptide	NTR1 agonist	NTR1 agonist cell count 20 µM	Myeloid diff 2	Myeloid diff 2 GFP+ MAC1+ %
Cc1cc(NC(=O)CSc2nc3c(C)c(C)ccc3cc2C)no1	-2%	0%	5%	-11%	5%	11%	0.2%	0.4	54	i	1.6
CN1C(=O)CC(C(=O)O)SC1=Nc1cc(Cl)cc(Cl)c1 (centres undefined)	14%	-12%	-6%	-9%	-1%	10%	1.3%	-0.7	78	i	0.6
CCn1c(SCC(=O)N2CCN(C)CC2)nc2c1c(=O)n(C)c(=O)n2C	8%	5%	-1%	-7%	-17%	6%	-0.4%	0.2	51	i	0.5
CC1Cc2ccccc2N1C(=O)CSc1nc2ccccc2n1CC(=O)N1CCOCC1 (centres undefined)	1%	-9%	8%	9%	3%	-12%	-1.8%	-0.9	65	i	2.1
CCC(=O)Nc1ccc(NC(=O)CSc2nnnn2-c2cccnc2)cc1C	7%	7%	9%	-8%	11%	14%	-2.4%	0.9	57	i	1.8
CC(NC(=O)CCCOc1ccc(Cl)cc1)c1ccccc1 (centres undefined)	1%	-3%	10%	-4%	7%	-8%	-0.3%	-2.1	65	i	0.6
Cc1ccc(-n2nc3c(=O)n(CC(=O)NCCc4cccs4)nc(C)c3c2C)cc1	7%	9%	0%	-13%	6%	-8%	-1.9%	-0.1	67	i	7.4
Cc1ccc2nc(C)cc(SCC(=O)N/N=C/c3ccco3)c2c1	4%	4%	3%	-3%	10%	10%	0.1%	2.2	73	i	1.8
COc1ccc(/C=C(/C#N)C(=O)NC2CCCCC2)cc1Br	4%	-5%	1%	-8%	-1%	10%	-1.5%	8.1	77	i	0.6
Cc1ccc2nc3c(cc(C(=O)NCC4CCCO4)c(=N)n3C3CCCC3)c(=O)n2c1 (centres undefined)	9%	2%	1%	-35%	56%	12%	1.8%	3.1	55	·	·
CN(C)S(=O)(=O)c1ccc(C(=O)Nc2ccc3ncccc3c2)cc1	12%	-2%	1%	-8%	-8%	15%	0.4%	0.8	68	i	1.2
CCNC(=O)CSc1nnc(C2CC2)n1-c1ccccc1	17%	-2%	0%	-6%	14%	8%	-1.1%	-0.7	43	i	0.6
O=C1CCCN1CCCNS(=O)(=O)c1cccc(F)c1	3%	1%	0%	-3%	6%	6%	-1.3%	1.6	55	i	0.3
O=C(COc1ccccc1/C=C\c1nc(O)c([N+](=O)[O-])c(=O)[nH]1)Nc1ccccc1	0%	-2%	1%	5%	11%	-18%	26%	·	·	i	0.7
O=C(NCCCN1CCOCC1)c1cc2ccccc2o1	1%	6%	2%	-2%	11%	11%	1.7%	-0.3	48	i	0.8
Oc1ccccc1C=NC1=NN(c2cccc(C(F)(F)F)c2)CC1	17µM*	1%	7%	-1%	-12%	6%	1.9%	-0.4	74	i	0.6
O=S(=O)(c1ccccc1)N1CCN(S(=O)(=O)N2CCCCCC2)CC1	4%	6%	12%	-8%	-5%	-7%	1.0%	-0.9	53	i	0.3
COc1ccc(NC(=S)NC(NC(=O)c2cccc3ccccc23)C(Cl)(Cl)Cl)c([N+](=O)[O-])c1 (centres undefined)	9%	10%	1%	3%	-3%	12%	-1.9%	13	68	i	4.2
O=C(Nc1ccc(N2CCOCC2)cc1)C1(c2ccc(Cl)cc2)CCC1	11%	-2%	-7%	-2%	4%	7%	-2.3%	3.9	67	i	0.3
CCOC(=O)Cn1c(=O)oc2cc(S(=O)(=O)N(C)Cc3ccco3)ccc21	5%	11%	-6%	-6%	-10%	4%	-0.9%	-0.5	46	i	1.5
Cn1c(CNC(=O)CCNC(=O)c2cccc(Br)c2)cc(=O)n(C)c1=O	-2%	10%	-6%	-8%	-6%	7%	-1.3%	-1.4	53	?	·
CCOCCOC(=O)c1ccc(-n2cnc(C)n2)nc1	2%	-7%	9%	-6%	6%	8%	0.9%	1.1	92	i	0.2
COCCN1C(=O)C(CC(=O)Nc2ccc(C(=O)O)cc2)SC1=Nc1ccccc1 (centres undefined)	-2%	3%	-2%	-1%	5%	-1%	2.1%	-0.3	45	i	1.2
Cc1cc(C(=O)NCCC2=CCCCC2)c(C)o1	3%	10%	1%	2%	8%	10%	-0.5%	2.6	51	i	1.6
Cc1cc(=O)[nH]c(Nc2cccc(C(F)(F)F)c2)n1	4%	22%	-4%	-8%	1%	-8%	0.3%	0.5	49	i	0.6
CC(C)(C)c1ccc(OCCCC(=O)Nc2ccc(S(N)(=O)=O)cc2)cc1	11%	1%	15%	0%	2%	-12%	2.3%	4.5	87	+	62*
Cc1cc(Nc2ccccc2C(=O)O)n(-c2ccc([N+](=O)[O-])cc2)n1	3%	-11%	11%	-8%	4%	-10%	1.7%	0.6	41	i	1.1
COc1ccc2c(c1)Cc1sc(NC(=O)c3cccnc3)nc1-2	10%	2%	17%	-6%	13%	9%	3.4%	1.1	46	i	0.3
CC(C)Sc1nsc2nc(=O)c(/C=C3\C=Nc4ccccc43)c(N)n12	4%	-13%	9%	0%	12%	-12%	89%	6.5	66	i	0.0
CCCC1=C(C(=O)OCC)C(c2ccc(O)cc2)n2ncnc2N1 (centres undefined)	9%	-3%	3%	-4%	18%	8%	0.9%	2.1	50	i	1.2
Cc1c(C)c2c(OCC(=O)NCc3cccnc3)cc3c(c2oc1=O)CCC(C)(C)O3	-4%	·	-1%	-30%	7%	-7%	-1.2%	9.3	106	i	3.2

Rows were taken by chance; any-hit rate near 2.4%.
